Coupling enz: qHTS Assay for Inhibitors of Fructose-1,6-bisphosphate Aldolase from Giardia Lamblia: Coupling assay counterscreen; activity change, negative = inhibition, % at 58.2 µM, hits read low; actives 0.67% (n = 290,000); coupling enzyme system counterscreen, AmpLite Red fluorescence; in the data active = activity change below about -30%; note: % is set by controls: 0 for no effect and ±100 for the full control effect
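Counterscreen of the coupled detection system alone, without aldolase: glyceraldehyde-3-phosphate coupling enzymes plus AmpLite Red readout. Compounds at 57.5 uM final, 10 min RT preincubation, 20 min RT reaction, fluorescence 525/598 nm.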
hERG WT inh: qHTS for Inhibitors of KCHN2 3.1: Wildtype qHTS | Voltage-gated inwardly rectifying potassium channel KCNH2 (Homo sapiens), Q12809 | U2OS, BacMam KCNH2, thallium flux FluxOr; hits give low values | actives 0.37% (n = 340,000) | activity change, % at 1.84 µM;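 active = maximum activity change below -70%; inconclusive = maximum activity change between -70% and -50%; inactive = maximum activity change above -50%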; note: % is set by controls: 0 for no effect and ±100 for the full control effect
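U2OS cells were transduced with wild-type KCNH2 virus (2.03 x 10^8 / mL) for 4 h at room temperature, then cultured overnight at 37 C. Thallium flux was read with FluxOr dye. Rate constants were normalized to DMSO controls.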
MBNL1-CUG inh: qHTS Assay for Inhibitors of MBNL1-poly(CUG) RNA binding. Muscleblind-like protein 1 (Homo sapiens), Q9NR56. Potency, µM (highest dose often 57.5 µM), for the others: at the top dose activity change, negative = inhibition, hits mostly inhibitors. AID 2675, 2010. actives 0.036% (n = 280,000). TR-FRET MBNL1-His/biotin-(CUG)12 binding, 665/545 ratio; active = well fitted inhibition curve with a large enough effect in the signal ratio, with a control signal flat, not every such curve was filed as active; inconclusive = small, poorly fitted or top-dose-only effect, or effect the other way, or a change in a side signal; inactive = no such curve, though single readings can be large or run the other way; the % refers to the signal ratio; note: potency is the fitted concentration of half-maximal effect; % is set by controls: 0 for no effect and ±100 for the full control effect
Target sequence (Q9NR56 whole entry, looked up): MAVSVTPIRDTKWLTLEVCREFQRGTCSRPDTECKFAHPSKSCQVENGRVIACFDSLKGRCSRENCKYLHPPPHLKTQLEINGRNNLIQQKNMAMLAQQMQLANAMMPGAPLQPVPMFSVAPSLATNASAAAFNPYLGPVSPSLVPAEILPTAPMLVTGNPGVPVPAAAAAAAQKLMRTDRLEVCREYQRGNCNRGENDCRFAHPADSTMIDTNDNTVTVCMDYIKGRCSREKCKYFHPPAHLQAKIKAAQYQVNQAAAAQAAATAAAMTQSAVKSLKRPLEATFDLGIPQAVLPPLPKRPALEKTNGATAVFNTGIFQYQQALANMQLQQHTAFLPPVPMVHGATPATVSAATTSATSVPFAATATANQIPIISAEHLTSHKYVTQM
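His-tagged MBNL1 binding to biotinylated (CUG)12 RNA was measured by TR-FRET using terbium anti-His antibody (0.055 ng/ul final) and streptavidin-XL665 (5 nM final). Compounds were titrated 92 nM to 58 uM; 60 min at room temperature.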
A-T KAP1 phos: qHTS Assay for Identifying a Potential Treatment of Ataxia-Telangiectasia. […] A-T fibroblasts, KAP-1 phosphorylation AlphaLISA; neocarzinostatin DNA damage 30 min before lysis. Potency, µM (doses to about 57.5 µM), for the others: at the highest dose activation, most hits filed as activators. actives 0.19% (n = 320,000). AID 485349, 2010; note: potency is the fitted concentration of half-maximal effect; % of control where 0% means no effect; nearly all actives have a fitted effect of over 45% in size
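ATM-like activity read as KAP-1 phosphorylation via AlphaLISA donor/acceptor antibody pairs after lysis and 6 hr at 25C. Cells were ATM-null patient fibroblasts ([…], hTERT), dosed 60 min, then exposed to the DSB inducer NCS for 30 min.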
GALK inh: qHTS Assay for Inhibitors of Human Galactokinase (GALK) | P51570 | Purified GALK, Kinase-Glo residual ATP luminescence | Potency, µM (titrated, usually from 57.5 µM), for inactives: at the top dose activity change, negative = inhibition, most hits filed as inhibitors | actives 0.007% (n = 270,000) | AID 1868, 2009; note: potency is the fitted concentration of half-maximal effect; % is set by controls: 0 for no effect and ±100 for the full control effect
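ATP-depletion format; final 35 uM ATP, 100 uM D-galactose, 5 nM enzyme; pH 8.0 HEPES/Mg2+ buffer; 60 min RT; luminescence read 10 min after detection reagent.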
KCNH2 3.1 inh: qHTS for Inhibitors of KCHN2 3.1: Mutant qHTS; Potassium voltage-gated channel subfamily H member 2, brain isoform KCNH2 3.1 (human); AID 720553, 2013; activity change, % (tested at about 1.8 µM); actives 0.95% (n = 340,000); U2OS KCNH2 3.1, thallium flux FluxOr; hits give low values;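 active = maximum activity change below -70%; inconclusive = maximum activity change from -70% to -50%; inactive = maximum activity change above -50%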;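 note: thallium influx rate constant from kinetic fluorescence after stimulation buffer; % is set by controls: 0 for no effect and ±100 for the full control effect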
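Steps: virus added to U2OS suspension (4 h, RT, dark); medium with 10% FBS added, cells plated, 37 C overnight; FluxOr/Red40 loading buffer 45 min RT; stimulation buffer, 2 min kinetic read; rate constant normalized.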
ASM inhibitor: Inhibitors of Secretory Acid Sphingomyelinase (S-ASM): qHTS; Sphingomyelin phosphodiesterase (Homo sapiens), P17405; placental ASM, HMU-PC fluorogenic substrate, 60 min; Potency, µM (series often up to 57.5 µM), for inactives: at the highest dose activity change, negative = inhibition, hits mostly inhibitors; actives 0.006% (n = 340,000); note: potency is the fitted concentration of half-maximal effect
Target sequence (P17405 47-631 limits assumed): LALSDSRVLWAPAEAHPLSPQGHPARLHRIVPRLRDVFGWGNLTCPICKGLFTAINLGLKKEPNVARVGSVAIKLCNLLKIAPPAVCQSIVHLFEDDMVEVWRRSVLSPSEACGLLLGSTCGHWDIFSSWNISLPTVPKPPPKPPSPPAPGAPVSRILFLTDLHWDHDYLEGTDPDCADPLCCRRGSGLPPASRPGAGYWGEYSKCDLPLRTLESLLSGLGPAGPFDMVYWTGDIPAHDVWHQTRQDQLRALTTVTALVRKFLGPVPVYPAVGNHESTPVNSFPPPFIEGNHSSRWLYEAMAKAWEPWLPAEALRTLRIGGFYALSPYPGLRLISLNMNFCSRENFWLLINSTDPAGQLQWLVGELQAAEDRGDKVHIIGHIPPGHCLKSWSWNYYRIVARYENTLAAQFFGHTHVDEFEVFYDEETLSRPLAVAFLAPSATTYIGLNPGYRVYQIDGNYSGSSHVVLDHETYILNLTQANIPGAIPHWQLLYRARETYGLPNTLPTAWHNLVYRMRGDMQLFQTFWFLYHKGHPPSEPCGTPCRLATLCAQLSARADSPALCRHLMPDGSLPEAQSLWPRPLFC
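Human placenta-derived ASM enzyme was preincubated with compound for 10 minutes at room temperature, then given fluorogenic substrate HMU-PC0 (9 uM final) for 60 minutes at 37 °C; a pH 10 stop preceded fluorescence reading at Ex 386/Em 447 nm.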
CXXC DNA block: qHTS Fluorescence Polarization Assay for Inhibitors of MLL CXXC domain - DNA interaction; actives 0.037% (n = 290,000); AID 2662, 2010; Potency, µM (series often up to 115 µM), for the others: at the top dose activity change, negative = inhibition, most hits filed as inhibitors; MLL-CXXC / FITC-HOXA9 DNA fluorescence polarization; Histone-lysine N-methyltransferase 2A (Homo sapiens), Q03164; active = well fitted inhibition curve with a large enough effect in the polarisation, with a control signal flat, not every such curve was filed as active; inconclusive = small, poorly fitted or top-dose-only effect, or effect the other way, or a change in a side signal; inactive = no such curve, though single readings can be large or run the other way; the % refers to the polarisation; note: potency is the fitted concentration of half-maximal effect
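Steps: dispense CXXC domain solution (7 uM) → pin compounds or unlabeled HOX-A9 DNA control → 5 min ambient → add FLSN-HOX-A9 solution (50 nM) → spin → 30 min ambient → fluorescence polarization. Tris pH 7.5/NaCl/DTT/BSA buffer.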
a7 integrin act: qHTS for Activators of Integrin-Mediated Alleviation for Muscular Dystrophy; alpha7betagal myoblasts, beta-gal FDG fluorescence, 48 h; Potency, µM (doses to about 38.3 µM), for the others: at the highest dose activation, hits mostly activators; actives 0.064% (n = 350,000); AID 624291, 2012;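 note: potency is the fitted concentration of half-maximal effect; 100% = response of the positive control SU9516; nearly all actives have a fitted effect of over 60% in size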
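Alpha7betagal+/- myoblasts (passage 13) were plated 16-24 hr, then exposed to compounds (1:260 dilution of DMSO stock) for 48 hours at 37C. After MPER lysis, β-galactosidase reporter activity was read as FDG fluorescence (ex 480/em 540) after 30 minutes.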
TRPV1 agonist: HTS Assay for Compounds that Act as Agonists of the Vanilloid Receptor 1. Transient receptor potential cation channel subfamily V member 1 (Homo sapiens), Q8NER1. TRPV1-expressing cells, Fluo-8 calcium influx, agonist mode. activation, % at 8.33 µM. actives 0.19% (n = 320,000). AID 540275, 2011; in the data active = activation above about 80%; inconclusive = between about 30% and that limit; note: 0% is about no effect
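TRPV1-expressing cells were cultured overnight at 35.5C and loaded with Fluo-8 calcium dye for 40 to 90 min at room temperature. After a 10 s baseline, compound was added and calcium influx was read kinetically for 3 min (ex 480/em 520 nm).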
Numbers without * were called inactive; ? = inconclusive; / = not tested or not shown; [ ] = remark or other dose. Unless noted, calls come from the whole dose curve; as a rule, active = well fitted curve in the direction sought with a large enough effect; inconclusive = small, poorly fitted or top-dose-only effect, or another doubt; inactive = no such curve, though single readings can be large; an effect the other way counts as inactive or inconclusive.

SMILES	Coupling enz	hERG WT inh	MBNL1-CUG inh	A-T KAP1 phos	GALK inh	KCNH2 3.1 inh	ASM inhibitor	CXXC DNA block	a7 integrin act	TRPV1 agonist
CC1CN(C(=O)c2ccc(NS(=O)(=O)c3cccc(Cl)c3)cc2)CC(C)O1 (configuration not stated)	0	18	-14%	5%	-4%	2	6%	0%	23%	-2
CCCN(CCC)c1nc2ccccc2n2c(C)nnc12	1	-6	8%	-1%	1%	-11	-3%	-7%	14%	24
O=C(Nc1cccc(Cl)c1)N1CCCC1	-3	-12	-4%	4%	0%	-5	1%	8%	2%	4
O=c1oc2ccccc2c(N2CCCC2)c1CN1CCCC1	3	3	0%	3%	0%	-27	4%	?	0%	-2
COc1ccc(C(F)(F)F)cc1N/C=C/c1nnnn1-c1ccc2ccccc2c1	-1	1	2%	5%	0%	1	128%[activator]	-5%	-23%	3
CCCCNC(=O)c1c(CSc2ccc(Cl)cc2)noc1C(=O)NCCC	/	-10	/	14%	/	-14	-5%	/	5%	?
COc1ccccc1N(CC(O)Cn1c2ccccc2c2ccccc21)S(=O)(=O)c1ccccc1 (configuration not stated)	-3	-5	-15%	7%	1%	0	-9%	-3%	11%	-4
CC(C)(C)c1ccc(OCC(O)CNC(=O)c2ccccc2C(=O)O)cc1 (configuration not stated)	/	0	/	/	/	9	3%	/	-4%	/
CCCCCCOc1ccc(N2C(=O)CC(N3CCN(CCN=CC4C(=O)CC(C)(C)CC4=O)CC3)C2=O)cc1 (configuration not stated)	0	-2	0%	-4%	-1%	-22	-7%	0%	-6%	-6
Cc1cc(Oc2ccccc2)nc(N)n1	1	-1	7%	/	4%	-2	0%	-1%	1%	2
O=C(NN1CCCCCC1)c1ccccc1F	/	5	/	/	/	-12	1%	/	24%	/
O=C(O)C1C(C(=O)Nc2ccc(Cl)cc2)C2C=CC1C21CC1 (configuration not stated)	8	6	-8%	-3%	0%	11	-2%	10%	-23%	5
COc1ccc(-c2cc(C(=O)N3CCCC3)c3ccccc3n2)cc1	1	-6	22%	9%	8%	5	46%	-13%	-17%	5
CCn1cc(C(=O)NCCCOC)c(=O)c2cc(S(=O)(=O)N3CCCC3)ccc21	/	12	3%	5%	-6%	-12	3%	2%	-9%	2
CC(=O)Nc1c(C)nn(C(C)=O)c1C	5	-6	-8%[11.5 µM]	5%	/	-12	5%	13%	18%	0
CCc1cc(=O)oc2cc(C)cc(O)c12	-7	0	131%[activator]	-8%	2%	-5	4%	2%	22%	-1
CC(=O)c1c(C)[nH]c(C(=O)OCC(=O)Nc2cc(Cl)ccc2[N+](=O)[O-])c1C	-2	-4	?	-3%	0%	-19	-17%	1%	27%	3
Cc1ccccc1COc1ccc(/C=C(\C#N)C(N)=O)cc1	-2	4	8%	4%	-1%	14	4%	24%	-9%	1
CCc1sc(C(=O)N2CCN(c3ccc(F)cc3)CC2)cc1C	0	-13	-4%	-11%	-2%	13	23%	-5%	?	?
CCOc1nc(SCCOc2ccccc2)nc(N(C)C)n1	6	-12	2%	6%	0%	-4	-2%	1%	25%	8
Cc1c(Cl)c([N+](=O)[O-])nn1CC(=O)N1CCCc2ccccc21	0	-1	-9%	13%	-1%	-6	3%	-4%	5%	1
O=C(NCC1CCCO1)C1CC1(c1ccccc1)c1ccccc1 (configuration not stated)	1	0	-10%	3%	3%	4	6%	6%	-11%	?
CC(C(=O)Nc1ccccc1-c1ccccc1)N(C)Cc1nc2ccccc2c(=O)[nH]1 (configuration not stated)	0	10	-2%	8%	0%	-27	-1%	2%	-3%	0
Cc1ccccc1N1C(N)=NC(N)=NC1(C)C	4	-7	-1%	-2%	0%	-3	6%	4%	8%	3
CCN1CCc2c(OCC(=O)N3CCCc4ccccc43)cccc2C1=O	1	8	/	2%	3%	4	9%	7%	0%	-1
CC(=O)Nc1cccc(N(C)C)c1	-14	15	-3%	8%	1%	6	2%	1%	16%	-3
CCOC(=O)C1=C(O)/C(=C/c2ccc(OCC(=O)O)c(OCC)c2)SC1=Nc1ccccc1	0	-6	?	3%	-6%	-10	32%[activator]	3%	0%	0
CCOC(=O)Cc1csc(NC(=O)c2sc3nc4ccc(CC)cc4cc3c2N)n1	3	0	13%	-2%	-2%	-11	-3%	-20%	-9%	/
CNC(=O)c1nn(-c2ccccc2)ccc1=O	3	3	1%	3%	0%	0	-3%	7%	2%	-1
COCCNC(=O)c1cc(-c2ccccc2C)nn1CC1CC(c2cccnc2)=NO1 (configuration not stated)	/	-5	/	16%	/	-9	-12%	/	0%	/
CC(=O)Nc1ncc(Sc2ccc([N+](=O)[O-])cc2)s1	/	-13	/	/	/	4	9%	/	-3%	/
COc1ccc(CNC(=O)c2ccc3c(c2)N(C)CCS3)cc1	-1	-3	3%	-6%	/	-25	496%[activator]	/	7%	20
CC1(C)COCN1C(=O)c1ccc(Cl)c(Cl)c1	2	0	-3%	2%	4%	-15	-2%	12%	-11%	1
COc1cc(C#Cc2c(-c3cncn3C)n(C)c3ccc(-c4ccc(OC)c(OC)c4)cc23)cc(OC)c1	/	-2	/	33%	/	-7	15%	/	-37%	-2
CC(=O)N(C1=C(N)C(=O)c2ccccc2C1=O)c1ccccc1	-34*	0	?	-7%	4%	7	0%	17%	-1%	-1
CC(C)OCCCNC(=O)CNC(=O)c1ccc(Cl)c(Cl)c1	2	18	3%	-12%	-1%	-3	2%	2%	-9%	2
CCC1OC(c2ccc([N+](=O)[O-])cc2)=Nc2ccccc21 (configuration not stated)	-4	1	?	1%	0%	-14	-8%	-4%	-13%	1
CCCOC(=O)Nc1sc2c(c1C(N)=O)CCCC2	1	-1	-3%	-5%[11.5 µM]	4%	-13	6%	-6%	-60%[inhibitor]	4
CN(CC(=O)Nc1cccc(F)c1)C(=O)c1ccc(S(=O)(=O)N2CCCC2)cc1	/	5	/	0%	/	-2	2%	/	-15%	-3
COc1ccc(CCNC(=O)Cn2cccc2C(=O)c2ccccc2)cc1OC	5	6	/	6%	1%	8	5%	18%	-17%	18
O=C(c1cccc2c1-c1ccccc1/C2=N/O)N1CCCCC1	10	-8	12%	13%	0%	-3	-3%	10%	-19%[7.66 µM]	2
COc1ccc(CN2C(=O)CCC2(C)C(=O)NC2CCCC2)c(OC)c1 (configuration not stated)	6	2	-23%	24%	/	0	-2%	1%	26%	-5
Cc1cc(C)n(/N=C/c2cccs2)c(=O)c1C#N	1	-33	?	0%	/	9	-1%	12%	-25%	5
N#C/C(=C\c1ccc(OCCN2CCOCC2)cc1)C(=O)Nc1ccccc1F	/	-11	16%	20%	2%	/	2%	16%	17%	4
O=C(CCC(=O)N(CC(=O)NC1CCCCC1)c1ccc2c(c1)OCCO2)Nc1ccccn1	0	/	2%	9%	10%	/	/	8%	/	4
Cc1cc([N+](=O)[O-])nn1CCCC(=O)N1CCN(c2ccc(F)cc2)CC1	-4	2	1%	22%	-1%	-5	3%	18%	2%	2
COc1ccc(C(CNC(=O)c2ccc(NS(=O)(=O)c3ccc(F)c(C)c3)cc2)N(C)C)cc1 (configuration not stated)	/	7	/	-2%	/	8	-1%	/	1%	0
COc1cccc(CNC(=O)c2ccccc2C(=O)NC(C)(C)C(=O)NCc2cccc(OC)c2)c1	/	-7	-9%	-1%	6%	4	0%	22%	-7%	1

A different layout for part of the listing above:
Below each compound – Coupling enz	hERG WT inh	MBNL1-CUG inh	A-T KAP1 phos	GALK inh	KCNH2 3.1 inh	ASM inhibitor	CXXC DNA block	a7 integrin act	TRPV1 agonist
> Cc1cc(C)n(/N=C/c2cccs2)c(=O)c1C#N
    1	-33	?	0%	/	9	-1%	12%	-25%	5
> Cc1cc([N+](=O)[O-])nn1CCCC(=O)N1CCN(c2ccc(F)cc2)CC1
    -4	2	1%	22%	-1%	-5	3%	18%	2%	2

Taken from above:
a7 integrin act result of Cc1cc([N+](=O)[O-])nn1CCCC(=O)N1CCN(c2ccc(F)cc2)CC1 reads 2%
hERG WT inh result of O=C(c1cccc2c1-c1ccccc1/C2=N/O)N1CCCCC1 reads -8
